High-throughput results deposited in PubChem BioAssay by Broad Institute.
Pf Dd2 growth = P. falciparum Dd2 growth inhibition | 94,000 compounds, 2.3% hits | activity change, % at 10 µM | AID 1159554 | SYBR Green, 72 h; stronger effect = lower value; in the data active = activity change below about -80%; inconclusive = no clear call, values can overlap the other calls
Tcruzi prolif = inhibitors of T. cruzi proliferation; T. cruzi beta-gal in NIH3T3, GalScreen luminescence, 90 h; inhibition, % at 8.34 µM; 77,000 compounds, 5.9% hits; AID 624255;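 active = mean inhibition above about 93%, with at least 55% of replicates each passing it, limit read from the data, passing the limit was not always enough; inconclusive = only one of those two conditions holds; inactive = neither condition holds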
C diff HTS = C. difficile growth inhibition. Clostridium difficile clinical isolate growth, OD600, 24 h; stronger effect = lower value. growth activity, negative = inhibition, % at 16 µg/mL (by protocol). 86,000 compounds, 0.25% hits;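 active = mean growth activity at or below -80% and every replicate also at or below -80%; inconclusive = mean at or below -80% but some replicate above -80%; inactive = mean growth activity above -80%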;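 also: 0% = DMSO wells and -100% = levofloxacin 16 µg/mL wells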
KDM4C inh = KDM4C (human) demethylase inhibition; GST-KDM4C 2-372, H3K9me3 peptide, LANCE TR-FRET; inhibition, % at 12.5 µM; 96,000 compounds, 0.15% hits;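 active = mean replicate inhibition above about 25%, with at least 55% of replicates also reaching it, limit read from the data, passing the limit was not always enough; inconclusive = only one of those two conditions met; inactive = neither condition met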
Target sequence (Q9H3R0 2-372 limits assumed): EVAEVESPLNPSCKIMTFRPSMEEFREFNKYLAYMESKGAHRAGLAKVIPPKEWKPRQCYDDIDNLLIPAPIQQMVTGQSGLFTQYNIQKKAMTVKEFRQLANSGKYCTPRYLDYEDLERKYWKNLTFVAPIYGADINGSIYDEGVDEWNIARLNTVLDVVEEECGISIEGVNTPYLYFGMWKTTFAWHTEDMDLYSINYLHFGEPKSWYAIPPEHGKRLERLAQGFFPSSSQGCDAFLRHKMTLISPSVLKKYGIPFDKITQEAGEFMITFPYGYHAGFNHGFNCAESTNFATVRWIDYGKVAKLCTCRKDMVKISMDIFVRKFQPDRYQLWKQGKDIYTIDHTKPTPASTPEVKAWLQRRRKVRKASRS
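System – N-terminal GST-fused human GASC-1 (KDM4C) fragment, residues 2-372 · Input – enzyme final amount 10 nM · Technique – LANCE TR-FRET, Eu antibody, ULight-streptavidin, EDTA, ex 340 nm, em 618/671 nm · Medium – HEPES buffer, pH 7.5, plus ascorbate · Incubation – enzyme reaction 30 min, then detection 60 min, both room temperature · Reagent – H3K9me3 peptide with Fe(II)/2OG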
* marks the source's active call; other numbers are inactive results; ? = inconclusive; . = no result given; ! = repeats disagree.

Start of the listing, in advance (4 entries):
SMILES	Pf Dd2 growth	Tcruzi prolif	C diff HTS	KDM4C inh
C[C@@H]1CCCCO[C@@H](CN(C)C(=O)Nc2ccc(C(F)(F)F)cc2)[C@H](C)CN([C@H](C)CO)C(=O)c2cc(NC(=O)Cc3ccccc3)ccc2O1	-78	?	9	-1.0
O=C(Nc1ccccc1F)N1CC(=O)N2[C@@H](CO)[C@@H](c3ccc(-c4cccnc4)cc3)[C@@H]2C1	-12	.	-7	-0.3
CCC(=O)N(CC)C[C@H]1[C@H](c2ccccc2)[C@@H](CO)N1C(=O)C1CCC1	15	5	-1	-0.9
C[C@@H](NC(=O)C[C@H]1C[C@H]2c3cc(NC(=O)NC4CCCC4)ccc3O[C@H]2[C@@H](CO)O1)c1ccccc1	-13	4	.	-3.1

The listing (from the top)
SMILES	Pf Dd2 growth	Tcruzi prolif	C diff HTS	KDM4C inh
C[C@@H]1CCCCO[C@@H](CN(C)C(=O)Nc2ccc(C(F)(F)F)cc2)[C@H](C)CN([C@H](C)CO)C(=O)c2cc(NC(=O)Cc3ccccc3)ccc2O1	-78	?	9	-1.0
O=C(Nc1ccccc1F)N1CC(=O)N2[C@@H](CO)[C@@H](c3ccc(-c4cccnc4)cc3)[C@@H]2C1	-12	.	-7	-0.3
CCC(=O)N(CC)C[C@H]1[C@H](c2ccccc2)[C@@H](CO)N1C(=O)C1CCC1	15	5	-1	-0.9
C[C@@H](NC(=O)C[C@H]1C[C@H]2c3cc(NC(=O)NC4CCCC4)ccc3O[C@H]2[C@@H](CO)O1)c1ccccc1	-13	4	.	-3.1
CN(C)c1ccc2c(c1)[C@H]1C[C@H](CC(=O)O)O[C@@H](CO)[C@H]1O2	41	57	6	20
O=C(C[C@@H]1CC[C@H](NC(=O)C2CCOCC2)[C@H](CO)O1)NCC1CCCCC1	9	9	1	-0.4
COc1cccc(S(=O)(=O)N(C)C[C@H]2Oc3ncc(C#CC(C)C)cc3C(=O)N([C@H](C)CO)C[C@@H]2C)c1	-72	65	-11	-0.1
N#C[C@@H]1[C@@H](c2ccccc2-c2ccc(F)cc2)[C@H](CO)N1c1ncc(-c2ccccc2)s1	-16	.	9	0.5
C[C@@H]1CN([C@@H](C)CO)C(=O)Cc2cc(NC(=O)Cc3ccccc3)ccc2O[C@H]1CN(C)C(=O)Nc1cccc2ccccc12	-25	15	-1	-1.3
C[C@@H]1CN([C@H](C)CO)C(=O)c2cccc(NS(=O)(=O)c3ccccc3)c2O[C@@H]1CN(C)C(=O)Nc1ccc(C(F)(F)F)cc1	-53	76	-6	1.9
CCCNC(=O)C[C@H]1C[C@H]2c3cc(N(C)C)ccc3O[C@H]2[C@@H](CO)O1	9	.	47	15
C[C@H](CO)N1C[C@H](C)[C@H](CN(C)S(=O)(=O)c2ccccc2)Oc2ncc(C#Cc3ccccc3)cc2C1=O	-20	98	-1	-1.3
CCCN1C[C@@H](C)[C@@H](OC)CN(C)C(=O)c2cc(NC(=O)COC)ccc2OC[C@@H]1C	8	-15	2	1.0
COCc1cn([C@H]2C[C@@H]3O[C@H](CO)CC[C@@H]3O[C@@H]2CCc2ccc(-c3ccc(OC)cc3)cc2)nn1	-38	.	2	.
CCCC#Cc1ccc([C@H]2[C@H]3CN(C(=O)c4ccc5c(c4)OCO5)CCCCN3[C@H]2CO)cc1	3	68	-4	0.4
COc1ccc(S(=O)(=O)N(C)C[C@H]2OCCCC[C@H](C)Oc3ccc(NC(=O)CCCN(C)C)cc3C(=O)N([C@H](C)CO)C[C@@H]2C)cc1	-5	67	1	1.2
COc1ccccc1CN1[C@@H]2CNC[C@H]1C2c1ccc(/C=C/c2ccccc2)cc1 (stereo partly drawn)	-36	.	6	0.1
C[C@@H]1CCCCO[C@@H](CN(C)C(=O)c2ccccc2)[C@@H](C)CN([C@H](C)CO)C(=O)c2cc(NC(=O)CCCN(C)C)ccc2O1	1	42	-3	1.3
O=C(C[C@H]1CC[C@@H]2[C@H](COC[C@H](O)CN2C(=O)Nc2cc(Cl)cc(Cl)c2)O1)N1CCOCC1	.	10	-92*!	-0.6
COc1cccc(S(=O)(=O)N[C@@H]2CC[C@H](CC(=O)NC3Cc4ccccc4C3)O[C@H]2CO)c1	6	-4	.	2.2
CN(C)C(=O)C[C@H]1CC[C@H]2[C@@H](COc3ccc(NS(=O)(=O)c4cccc(F)c4)cc3C(=O)N2C)O1	0	-28	6	-1.0
O=C(NC[C@@H]1N[C@@H](CO)[C@H]1c1ccc(C2=CCCCC2)cc1)c1ccccc1	15	51	17	8.0
O=C(CCN1CCCCC1)N[C@H]1CC[C@H](CCNS(=O)(=O)c2ccc(F)cc2)O[C@@H]1CO	3	-179	1	-0.3
CNC[C@H]1OCCCC[C@H](C)Oc2ccc(NC(=O)Nc3ccc4c(c3)OCO4)cc2C(=O)N([C@@H](C)CO)C[C@@H]1C	20	-16	3	1.0
CCCN1C[C@H](C)[C@@H](OC)CN(C)C(=O)c2cc(NC(=O)C3CCC3)ccc2OC[C@@H]1C	-29	-44	3	-2.7

(next part)
SMILES	Pf Dd2 growth	Tcruzi prolif	C diff HTS	KDM4C inh
O=C(C[C@@H]1C=C[C@@H](NC(=O)c2ccccn2)[C@H](CO)O1)NCc1cc(F)cc(F)c1	-8	52	.	0.3
C[C@@H]1CN([C@@H](C)CO)C(=O)c2cc(NC(=O)C3CCCCC3)ccc2O[C@@H](C)CCCCO[C@H]1CN(C)Cc1ccc(Cl)c(Cl)c1	-80	88	12	1.5
CCCNC(=O)N(C)C[C@H]1Oc2cc(-c3ccc(C)cc3)ccc2S(=O)(=O)N([C@@H](C)CO)C[C@@H]1C	-27	-7	-4	-0.7
C[C@@H]1CN([C@@H](C)CO)C(=O)c2cc(NS(=O)(=O)c3ccc(F)cc3)ccc2O[C@H]1CN(C)C	10	15	2	0.6
Cc1ccccc1CN(C)C[C@@H]1OCc2cn(nn2)CCCC(=O)N([C@@H](C)CO)C[C@@H]1C	4	2	.	0.0
O=C(C[C@@H]1CC[C@H]2[C@@H](COC[C@@H](O)CN2Cc2ccc3c(c2)OCO3)O1)N1CCOCC1	-3	12	.	0.2
Cc1noc(C)c1S(=O)(=O)Nc1ccc2c(c1)C(=O)N([C@@H](C)CO)C[C@H](C)[C@@H](CN(C)S(=O)(=O)c1ccc(Cl)cc1)OCCCC[C@H](C)O2	-73	87	4	-0.5
Cc1noc(C)c1S(=O)(=O)N(C)C[C@@H]1OCCCC[C@@H](C)Oc2ccc(NC(=O)NC3CCCCC3)cc2C(=O)N([C@H](C)CO)C[C@H]1C	-45	39	3	-1.9
O=C(NCc1cc(F)cc(F)c1)[C@H]1[C@H](CO)[C@H]2Cn3c(cccc3=O)[C@@H]1N2C(=O)Cc1ccccn1	16	5	0	-1.0
Cc1ccccc1-c1cnc2c(c1)C(=O)N([C@H](C)CO)C[C@H](C)[C@@H](CN(C)C(=O)CN(C)C)O2	4	42	-3	0.5
COc1ccc(C#Cc2cnc3c(c2)C(=O)N([C@H](C)CO)C[C@H](C)[C@H](CN(C)Cc2ccccc2)O3)cc1OC	-59	83	19	-1.9
C[C@@H]1CN([C@H](C)CO)C(=O)c2cc(NC(=O)CCCN(C)C)ccc2O[C@@H](C)CCCCO[C@@H]1CN(C)C(=O)Nc1ccccc1	-6	22	5	3.1
O=C(C[C@@H]1CC[C@H]2[C@@H](COC[C@H](O)CN2C(=O)Nc2cc(Cl)cc(Cl)c2)O1)N1CCCCC1	8	52	.	-0.1
N#C[C@H]1[C@@H](c2ccc(C#CC3(O)CCCC3)cc2)[C@H](CO)N1C(=O)C1CCC1	-24	99*	5	-4.2
COc1ccccc1-c1ccc2n(c1=O)C[C@H]1[C@H](CO)[C@@H](C(=O)N3CCCCC3)N(C)[C@@H]21	.	93	-2	1.9
CCC(=O)Nc1ccc2c(c1)C(=O)N(C)C[C@H](OC)[C@H](C)CN(C(=O)NC(C)C)[C@@H](C)CO2	11	0	-2	-1.0
c1cncc(CN2C[C@@H]3N[C@H](C2)C3c2ccc(-c3cccnc3)cc2)c1 (stereo partly drawn)	-69	.	-8	0.3
O=C(C[C@@H]1C=C[C@@H](NC(=O)Nc2cc(F)ccc2F)[C@H](CO)O1)NCc1ccncn1	18	-23	4	1.6
Cc1noc(C)c1S(=O)(=O)Nc1ccc2c(c1)CC(=O)N([C@@H](C)CO)C[C@@H](C)[C@@H](CN(C)C(=O)NC(C)C)O2	-6	35	1	1.8
C[C@@H]1CN([C@H](C)CO)C(=O)c2cc(NS(=O)(=O)c3ccccc3)ccc2O[C@@H]1CN(C)Cc1ccc2c(c1)OCO2	19	-31	-4	0.3
CCN(C[C@@H]1[C@@H](c2ccccc2)[C@@H](CO)N1C(=O)COC)C(=O)NC(C)C	6	.	5	-0.7
COc1ccc(S(=O)(=O)Nc2ccc3c(c2)C(=O)N([C@@H](C)CO)C[C@@H](C)[C@H](CN(C)CC2CC2)OCCCC[C@H](C)O3)cc1	-41	17	-6	-1.4
CO[C@H]1CN(C)C(=O)c2cc(NC(=O)C3CCOCC3)ccc2OC[C@@H](C)N(Cc2cccnc2)C[C@H]1C	6	55	.	-0.9
C[C@@H]1CN([C@H](C)CO)C(=O)Cc2cc(NC(=O)Nc3ccccc3)ccc2O[C@H]1CN(C)S(=O)(=O)c1ccccc1	1	15	4	5.5
C[C@H](CO)N1C[C@H](C)[C@H](CN(C)Cc2ccccc2)Oc2ccc(NC(=O)CCN3CCOCC3)cc2C1=O	-9	5	3	0.7

New compounds follow.
SMILES	Pf Dd2 growth	Tcruzi prolif	C diff HTS	KDM4C inh
O=C(C[C@@H]1CC[C@H]2[C@@H](COC[C@@H](O)CN2C(=O)Nc2ccc(F)cc2)O1)NC1Cc2ccccc2C1	-3	26	.	0.5
COC(=O)C[C@H]1CC[C@@H]2[C@H](COc3ccc(NC(=O)c4ccc(F)c(F)c4)cc3C(=O)N2C)O1	-9	9	1	1.5
CNC[C@@H]1Oc2ccc(NS(=O)(=O)c3cccs3)cc2CC(=O)N([C@H](C)CO)C[C@@H]1C	35	17	-3	0.7
O=C(Nc1ccc(F)cc1)N1CC(=O)N2[C@H](CO)[C@@H](c3ccc(-c4ccc(F)cc4)cc3)[C@@H]2C1	-23	.	-3	3.4
Cc1ccc(S(=O)(=O)N(C)C[C@@H]2Oc3ccc(NS(=O)(=O)c4cn(C)cn4)cc3C(=O)N([C@H](C)CO)C[C@@H]2C)cc1	36	-23	.	-1.1
C/C=C/c1cnc2c(c1)C(=O)N([C@@H](C)CO)C[C@H](C)[C@H](CN(C)S(=O)(=O)c1cn(C)cn1)O2	0	.	-4	-1.9
O=C(N[C@@H]1CC[C@@H](CCNC(=O)C2CCCC2)O[C@H]1CO)c1ccccn1	-10	.	-3	3.2
C[C@@H]1CN([C@H](C)CO)C(=O)c2cc(NS(C)(=O)=O)ccc2O[C@@H]1CN(C)C(=O)Nc1ccc(C(F)(F)F)cc1	-5	-14	-3	-0.9
C[C@H]1CN([C@@H](C)CO)C(=O)Cc2cc(NS(=O)(=O)c3cn(C)cn3)ccc2O[C@@H]1CN(C)C(=O)NC1CCCCC1	24	-14	1	-1.6
CCc1nc(N2[C@H](C#N)[C@@H](c3ccccc3-c3ccc(F)cc3)[C@@H]2CO)sc1C	-37	.	1	-0.7
C[C@H](CO)N1C[C@H](C)[C@H](CN(C)S(=O)(=O)c2cccc(F)c2)Oc2ncc(C#Cc3ccccc3)cc2C1=O	-72	39	.	-1.5
C[C@@H]1CCCCO[C@@H](CN(C)C(=O)C2CCCCC2)[C@@H](C)CN([C@H](C)CO)C(=O)c2cc(NC(=O)Nc3ccc4c(c3)OCO4)ccc2O1	-7	54	4	0.6
CC(C)NC(=O)Nc1ccc2c(c1)C(=O)N([C@@H](C)CO)C[C@@H](C)[C@@H](CN(C)S(=O)(=O)c1cccs1)OCCCC[C@@H](C)O2	.	.	-3	-0.4
O=C(NCc1ccc(F)cc1)[C@@H]1[C@@H](CO)[C@@H]2Cn3c(cccc3=O)[C@H]1N2	8	?	-4	-2.6

Reprinted from above (3 entries):
SMILES	Pf Dd2 growth	Tcruzi prolif	C diff HTS	KDM4C inh
O=C(C[C@@H]1CC[C@H]2[C@@H](COC[C@@H](O)CN2C(=O)Nc2ccc(F)cc2)O1)NC1Cc2ccccc2C1	-3	26	.	0.5
COC(=O)C[C@H]1CC[C@@H]2[C@H](COc3ccc(NC(=O)c4ccc(F)c(F)c4)cc3C(=O)N2C)O1	-9	9	1	1.5
CNC[C@@H]1Oc2ccc(NS(=O)(=O)c3cccs3)cc2CC(=O)N([C@H](C)CO)C[C@@H]1C	35	17	-3	0.7
